LAP4 TOR yeast: yeast TOR pathway LAP4-GFP modulation. S. cerevisiae LAP4-GFP multiplex, flow cytometry GFP, 3 h; median GFP as percent of DMSO wells. GFP response vs DMSO, % at 10 µM. hit rate 0.34% among 320,000;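 active = GFP response vs DMSO above a set limit, about the screen mean plus 3 SD, cut at about 150% in these data; inconclusive = under 70 cell events counted for the yeast strain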
MEP2 TOR yeast: alters MEP2-GFP fluorescence in TOR pathway yeast screen. GFP response vs DMSO, % at 10 µM. AID 2016. S. cerevisiae MEP2-GFP strain, flow cytometry GFP, 3 h; 100% = DMSO control level. hit rate 0.51% among 330,000;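 active = GFP response versus DMSO above a set limit, roughly screen mean plus 3 SD, cut at about 180% in these data; inconclusive = fewer than 70 cells counted for a yeast strain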;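 note: median GFP fluorescence of the barcode-gated MEP2-GFP cells per well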
RPL19A TOR yeast: yeast TOR pathway RPL19A-GFP modulation; S. cerevisiae RPL19A-GFP strain, flow cytometry, 3 h; stronger effect = lower value; percent response vs DMSO, % at 10 µM; hit rate 0.3% among 330,000;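 active = percent response vs DMSO below 50%; inconclusive = fewer than 70 events counted for the yeast strain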;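 note: median channel GFP fluorescence of the barcoded RPL19A-GFP strain; ratio of sample median GFP to plate DMSO average so 100% = DMSO; lower means less RPL19A-GFP as with rapamycin TOR inhibition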
AHR activator: activators of human aryl hydrocarbon receptor. AHR-responsive luciferase reporter cells, luminescence. activation, % at 5 µM. hit rate 2.5% among 320,000. AID 2796; in the data active = activation above about 47%;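 note: 0% = vehicle wells and 100% = reference agonist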
Target sequence (P35869 whole entry, looked up): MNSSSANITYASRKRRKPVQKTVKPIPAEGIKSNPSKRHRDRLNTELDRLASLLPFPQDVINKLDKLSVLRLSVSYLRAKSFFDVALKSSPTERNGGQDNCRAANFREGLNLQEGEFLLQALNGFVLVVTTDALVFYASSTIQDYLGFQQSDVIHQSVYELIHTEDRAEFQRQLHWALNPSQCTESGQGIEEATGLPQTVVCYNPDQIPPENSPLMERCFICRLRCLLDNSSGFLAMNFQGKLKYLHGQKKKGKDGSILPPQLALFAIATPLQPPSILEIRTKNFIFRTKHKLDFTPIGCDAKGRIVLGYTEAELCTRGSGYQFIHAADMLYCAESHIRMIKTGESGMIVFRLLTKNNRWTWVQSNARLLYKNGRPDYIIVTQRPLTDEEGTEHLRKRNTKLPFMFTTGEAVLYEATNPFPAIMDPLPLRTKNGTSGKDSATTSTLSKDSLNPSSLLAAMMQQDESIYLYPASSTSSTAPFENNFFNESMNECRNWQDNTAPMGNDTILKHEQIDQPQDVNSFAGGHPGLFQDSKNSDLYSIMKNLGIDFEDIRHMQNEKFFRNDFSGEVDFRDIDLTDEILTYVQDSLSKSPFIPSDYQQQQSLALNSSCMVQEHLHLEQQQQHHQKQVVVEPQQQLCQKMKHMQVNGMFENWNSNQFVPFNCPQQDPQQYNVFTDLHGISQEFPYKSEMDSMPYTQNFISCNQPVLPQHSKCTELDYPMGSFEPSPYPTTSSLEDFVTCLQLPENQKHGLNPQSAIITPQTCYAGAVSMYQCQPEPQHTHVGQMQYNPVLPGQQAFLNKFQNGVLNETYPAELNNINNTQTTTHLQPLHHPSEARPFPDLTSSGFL
proCasp7 act: counter-screen: procaspase-7 (human) activation. P55210. recombinant procaspase-7, Ac-DEVD-pNA absorbance 405 nm; D23A/D198A/D206A triple mutant, cannot self-cleave; scale: DMSO 0, 5 µM enzyme 100. activation, % at 8.5 µM. hit rate 0.093% among 330,000;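 active = percent activation above the screen-wide mean plus 3 SD, cut at about 25% in these data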
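System: Uncleavable procaspase-7 mutant enzyme; Amount: 2 µM procaspase-7 mutant as dispensed; Schedule: 1 h compound preincubation, 2 h substrate cleavage, 25 °C; Measured by: 405 nm absorbance of p-nitroaniline; Evaluation: percent activation from buffer-corrected 0–120 min absorbance change; Control set: low DMSO alone, high DMSO plus 5 µM PC-7.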
CIT2-GFP yeast: alters CIT2-GFP fluorescence in TOR pathway yeast screen; hit rate 0.065% among 320,000; AID 2029; GFP response vs DMSO, % at 10 µM; S. cerevisiae CIT2-GFP strain, flow cytometry, 3 h; 100 means same as DMSO wells;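 active = GFP response relative to DMSO above a set limit, near the screen mean plus 3 SD, cut at about 150% in these data; inconclusive = Fewer than 70 cells measured for a yeast strain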;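 note: ratio of well median GFP fluorescence to mean of DMSO wells on the plate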
proCasp3 act: activates human procaspase-3; activation, % at 8.5 µM; hit rate 0.11% among 330,000; P42574; recombinant procaspase-3 D3A, Ac-DEVD-pNA absorbance 405 nm;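 active = activation above the mean of all tested compounds plus 3 SD, cut at about 21% in these data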;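 note: 0% = DMSO alone and 100% = DMSO wells spiked with extra 5 µM PC-3 D3A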
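System: Procaspase-3 D3A mutant. Medium: Zinc-free 300 mM NaCl, 50 mM HEPES, 0.01% Triton X-100. Schedule: 1 h preincubation plus 2 h reaction at 25 °C. Measured by: 405 nm absorbance of p-nitroaniline, reads at 0 and 120 min. Read-out: percent activation relative to control range.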
AGP1 TOR yeast: modulators of TOR pathway AGP1-GFP in S. cerevisiae | S. cerevisiae AGP1-GFP multiplex flow cytometry, 3 h; GFP as percent of DMSO wells | AID 2066 | hit rate 0.02% among 320,000 | GFP response vs DMSO, % at 10 µM;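 active = GFP response relative to DMSO above a set limit, near screen average plus 3 SD, cut at about 150% in these data; inconclusive = fewer than 70 cells counted for the yeast strain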;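 note: median GFP channel fluorescence of the gated AGP1 strain per well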
* = called active by the depositor; ? = inconclusive; . = no result given; [ ] = remark or other dose.

canonical_smiles	LAP4 TOR yeast	MEP2 TOR yeast	RPL19A TOR yeast	AHR activator	proCasp7 act	CIT2-GFP yeast	proCasp3 act	AGP1 TOR yeast
COc1ccc(C(=O)OCC(=O)NCC2CCCO2)cc1S(=O)(=O)N1CCCc2ccccc21 (configuration not stated)	104	103	97	1	-4	103	0	106
O=C(NCc1ccco1)C1CCN(c2nnc(-n3cccc3)s2)CC1	92	91	99	-2	3	100	-1	101
COc1ccc(CCCNC(=O)C2CCC(=O)N(CCc3cccc(F)c3)C2)cc1 (configuration not stated)	100	95	98	0	4	97	-2	103
O=C(CCNC(=O)C1CCN(S(=O)(=O)c2ccccc2)CC1)NC1CC1	91	92	93	0	5	98	9	94
CCC(=O)Nc1ccc(C(=O)CSc2nc3ccc(C)cc3[nH]2)cc1	90	95	94	34	3	92	0	93
Cc1ccc(/C=N/NC(=O)CSc2nnc(-c3ccccc3)n2-c2ccc(Cl)cc2)o1	98	103	104	10	5	97	3	102
NNC(=O)c1c[nH]c2ccc(OCc3ccccc3)cc12	105	99	96	6	6	100	9	101
C=CCN(C(=O)CN1CCCCC1)c1nc(-c2ccccc2)cs1	89	92	97	1	8	101	-4	99
Cc1nc(NC(=O)CSc2nncs2)c(Cl)cc1Cl	92	101	95	-1	4	98	3	96
CN(C)c1ccc(C(=O)N/N=C/c2ccccn2)cc1	78	98	104	21	4	100	5	96
COC(=O)C1=C(C)NC(=O)CC1c1cccc(Cl)c1Cl (configuration not stated)	97	94	105	-3	10	105	4	106
COCCNC(=O)c1ccc(C(=O)C(=O)c2ccccc2)cc1	92	101	104	1	0	101	5	92
CC(C)n1cnnc1SCC(=O)Nc1ccc(Br)cc1F	100	96	105	3	0	93	3	106
COc1ccc(Nc2nnc(SCC3CCCO3)s2)cc1 (configuration not stated)	85	90	92	46	-3	88	-3	85
O=C(Nc1cccc2c1CCCC2)C1CCCN(S(=O)(=O)c2cccc3nonc23)C1 (configuration not stated)	99	101	102	4	16	105	3	100

Random excerpt: 2 entries already listed, in no set order.
canonical_smiles	LAP4 TOR yeast	MEP2 TOR yeast	RPL19A TOR yeast	AHR activator	proCasp7 act	CIT2-GFP yeast	proCasp3 act	AGP1 TOR yeast
O=C(NCc1ccco1)C1CCN(c2nnc(-n3cccc3)s2)CC1	92	91	99	-2	3	100	-1	101
CCC(=O)Nc1ccc(C(=O)CSc2nc3ccc(C)cc3[nH]2)cc1	90	95	94	34	3	92	0	93

Later entries.
canonical_smiles	LAP4 TOR yeast	MEP2 TOR yeast	RPL19A TOR yeast	AHR activator	proCasp7 act	CIT2-GFP yeast	proCasp3 act	AGP1 TOR yeast
NC(=O)CC[C@H](NC(=O)c1ccc(F)cc1)C(=O)N1CCN(Cc2ccc3c(c2)OCO3)CC1	98	102	99	1	6	106	4	99
S=C(NCCNC(=S)Nc1ccccc1)Nc1ccccc1	91	107	101	5	0	105	8	104
Cc1cccc2c(C(=O)Nc3ccc(Br)cc3)cc(-c3ccccn3)nc12	90	103	102	16	9	97	12	93
CCN(CC)S(=O)(=O)c1cccc(C(=O)Nc2ccc(C#N)cc2)c1	95	98	97	-2	0	95	-4	101
Cc1nc2sc(C(c3ccccc3)N3CCN(CCO)CC3)c(O)n2n1 (configuration not stated)	93	97	101	2	1	93	-5	96
CCCCNc1ncnc2c1cnn2Cc1ccc(Cl)cc1	105	106	104	7	-5	101	-9	105
COc1ccc(Cl)cc1C(=O)Nc1cccc(-c2ccc3nncn3n2)c1	109	103	102	-5	7	109	-8	103
Cc1[nH]c(C)c(S(=O)(=O)N2CCN(c3cccc(C(F)(F)F)c3)CC2)c1C(=O)N1CCCCC1	88	94	96	25	1	106	8	98
CCC(C(=O)Nc1ccc(S(=O)(=O)N(C)C2CCN(C)CC2)cc1)c1ccccc1 (configuration not stated)	99	96	94	-2	5	102	6	100
Cc1ccc2c(c1)C(c1ccccc1)N(C(=O)c1ccc(S(=O)(=O)N3CCOCC3)cc1)CC(=O)N2 (configuration not stated)	100[may fluoresce red and violet]	?	?	1	7	?	-9	?
O=C(C1CC(c2ccc(F)cc2)=NO1)N1CCCc2ccccc21 (configuration not stated)	107	101	99	-3	-3	87	9	105
Cc1ccc(-n2cc(C(C)(C)C)[nH]c2=S)cc1	97	95	96	6	0	101	-4	96
CCN(Cc1ccccc1)C(=O)CS(=O)(=O)c1ccccc1	83	95	95	-3	10	94	11	103
Cc1ccccc1/C=N/NC(=O)c1ccc(-n2cnnn2)cc1	101	104	96	1	10	89	-7	93
COc1ccc(C(=O)OCCCc2cc3ccccc3c(=O)o2)cc1	88	87	89	2	9	81	8	81

The results go on:
canonical_smiles	LAP4 TOR yeast	MEP2 TOR yeast	RPL19A TOR yeast	AHR activator	proCasp7 act	CIT2-GFP yeast	proCasp3 act	AGP1 TOR yeast
CNC(=O)c1cc(S(=O)(=O)NCc2ccncc2)ccc1OC	74	107	110	-1	-7	94	3	99
O=C(COc1ccc2ccccc2c1)Nc1ccc(Br)cc1C(=O)O	71	102	109	5	-3	89	-1	92
Cc1nn(CC(=O)Nc2cccnc2)c(C)c1[N+](=O)[O-]	96	99	99	0	5	100	2	102
COC(=O)c1c(C)oc2ccc(NS(=O)(=O)c3cc(OC)ccc3OC)cc12	105	106	99	2	4	99	5	103
COCCNC(=O)c1ccc(S(=O)(=O)c2ccc(Cl)cc2)c(NC(C)=O)c1	101	118	105	5	-7	104	-5	99
COc1ccc(NC(=O)CCN2CCOCC2)c(OC)c1	94	99	95	-2	-3	93	4	95
COc1ccc(Cc2nnc(Nc3ccccc3OC)[nH]c2=O)cc1	101	103	94	0	4	95	1	105
CCOC(=O)CC(=O)CSc1nc2nc(C)cc(C)n2n1	92	95	98	0	-28	.	-3	96
COc1cccc(COC(=O)c2ccc(S(=O)(=O)N3CCC(C)CC3)cc2)c1OC	111	104	98	4	2	86	0	112
O=C(Nc1ccc2c(c1)OCCO2)c1ccccc1F	111	119	100	-1	12	102	13	103
CCCC(=O)C1=C(O)C(C(=O)OC)C(C)(C)CC1=Nc1ccc(OC)cc1 (configuration not stated)	110	93	98	2	11	89	4	99
N#Cc1nc(Cc2ccccc2)oc1NCCN1CCOCC1	104	103	104	-2	-1	104	2	105
CCSc1nnc(C)c2ccccc12	97	101	100	0	10	95	-5	97
CCCCC(C(=O)NCCC(C)C)N(CCCN1CCOCC1)C(=O)c1snc(C(N)=O)c1N (configuration not stated)	108	112	104	1	4	114	-6	114
c1ccc2sc(Cc3nnc4n3CCCCC4)nc2c1	94	104	100	12	-1	106	-8	99

Continued; it opens with the five that closed the last part.
canonical_smiles	LAP4 TOR yeast	MEP2 TOR yeast	RPL19A TOR yeast	AHR activator	proCasp7 act	CIT2-GFP yeast	proCasp3 act	AGP1 TOR yeast
CCCC(=O)C1=C(O)C(C(=O)OC)C(C)(C)CC1=Nc1ccc(OC)cc1 (configuration not stated)	110	93	98	2	11	89	4	99
N#Cc1nc(Cc2ccccc2)oc1NCCN1CCOCC1	104	103	104	-2	-1	104	2	105
CCSc1nnc(C)c2ccccc12	97	101	100	0	10	95	-5	97
CCCCC(C(=O)NCCC(C)C)N(CCCN1CCOCC1)C(=O)c1snc(C(N)=O)c1N (configuration not stated)	108	112	104	1	4	114	-6	114
c1ccc2sc(Cc3nnc4n3CCCCC4)nc2c1	94	104	100	12	-1	106	-8	99
CCc1ccc(NC(=O)c2cc(-c3ccc4c(c3)OCO4)on2)cc1	97	103	100	-5	0	111	-1	103
CCOC(=O)C1=C(COC(=O)/C=C/c2cccc(Br)c2)NC(=O)NC1C (configuration not stated)	101	108	104	-1	1	106	3	107
O=C(O)c1ccc2c(c1)C(=O)N(CCC1=CCCCC1)C2=O	111	102	96	2	3	81	-3	92
CC1(C)CC(CC(=O)O)(c2ccccc2)CCO1 (configuration not stated)	76	79	82	-1	16	80	-7	81
O=C1CSC(c2ccc(Cl)cc2)N1c1cccnc1 (configuration not stated)	116	99	102	1	0	115	-3	117
CC(C)OP(=O)(OC(C)C)C(O)c1ccc2c(c1)OCO2 (configuration not stated)	89	101	95	2	4	93	5	90
Cc1cc(C(=O)NNC(=O)c2ccc(NC(=O)CC#N)cc2)c(C)o1	117	103	101	0	4	68	-3	78
CCN(Cc1ccccc1)C(=O)c1oc2ccc(S(=O)(=O)N3CCOCC3)cc2c1C	105	98	101	1	-4	99	10	108
CCNC(=O)CC1C(=O)N(c2ccc(F)cc2)C(=O)N1Cc1ccc(OC)cc1 (configuration not stated)	101	104	105	4	-13	105	0	102
O=C(NC1CCCCC1)c1cccc2c1C(=O)c1ccc(N3CCCC3)cc1S2(=O)=O	106	106	109	6	-2	114	-1	118
CC(=O)Nc1ccc(NC(=O)C2CCN(C(=O)c3cccs3)CC2)cc1	93	110	111	0	6	101	3	105
Nc1cc(=O)[nH]c(SCC(=O)N2CCCC2)n1	90	100	93	0	-5	87	13	91
COCCn1c(=O)[nH]c(=O)c2c1nc(-c1ccc(-c3ccc(Cl)cc3[N+](=O)[O-])o1)n2Cc1ccccc1	100	102	102	41	-5	99	1	105
CC1(C)CC(=O)C=C(NCCc2ccccc2)C1	90	109	93	-1	7	93	0	87
CN(Cc1ccc2nsnc2c1)Cc1nc(Cc2cccc(F)c2)no1	96	117	105	2	7	101	6	108

Sorted by formula weight (smallest number first): 3 of the compounds above
canonical_smiles	LAP4 TOR yeast	MEP2 TOR yeast	RPL19A TOR yeast	AHR activator	proCasp7 act	CIT2-GFP yeast	proCasp3 act	AGP1 TOR yeast
O=C1CSC(c2ccc(Cl)cc2)N1c1cccnc1 (configuration not stated)	116	99	102	1	0	115	-3	117
CCOC(=O)C1=C(COC(=O)/C=C/c2cccc(Br)c2)NC(=O)NC1C (configuration not stated)	101	108	104	-1	1	106	3	107
COCCn1c(=O)[nH]c(=O)c2c1nc(-c1ccc(-c3ccc(Cl)cc3[N+](=O)[O-])o1)n2Cc1ccccc1	100	102	102	41	-5	99	1	105

Next part.
canonical_smiles	LAP4 TOR yeast	MEP2 TOR yeast	RPL19A TOR yeast	AHR activator	proCasp7 act	CIT2-GFP yeast	proCasp3 act	AGP1 TOR yeast
O=C(Nc1ccc2nc(C3CC3)n(Cc3ccccc3)c(=O)c2c1)C1CC1	92	96	103	7	-3	87	7	105
Cc1cccc(NC(=O)c2ccc(NC(=O)c3ccccc3Br)cc2)c1	94	95	97	0	4	97	-6	94
COc1cn(-c2ccccc2)nc1C(=O)Nc1ccc(C)cc1	107	99	104	20	-3	90	4	94
CCOC(=O)c1cccc(NC(=O)CCS(=O)(=O)c2cccs2)c1	98	95	96	7	4	97	2	98

Bioassay records as filed in PubChem.
